MK inhibit: S. pneumoniae MK inhibitors, primary screen, biochemical, PK/LDH-coupled NADH absorbance; mevalonate kinase [Streptococcus pneumoniae D39]; purified MK, PK/LDH-coupled NADH absorbance 340 nm; inhibition, % at 10 µM; actives 0.48% (n = 65,000); AID 555, 2006;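 active = ranked among the strongest by inhibition in the single 10 µM screen, a fixed top-ranked set picked for dose follow-up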; also: no value below 0 was filed
HPDE-C7K KRASV12: cytotoxicity in KRAS-transformed pancreatic duct cells, primary screen, cell-based, fluorescence, HTS (AID 431); cytotoxicity, % at 10 µM, or EC50 in µM where a hit was titrated; HPDE-C7K KRASV12 cells, Alamar Blue viability, 48 h; higher % means a stronger effect; actives 1.7% (n = 63,000);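 active = compounds whose percent cytotoxicity in the single-dose primary screen, scaled between solvent and toxic-drug controls, exceeds 50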;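 also: 0% = DMSO solvent wells and 100% = doxorubicin-treated wells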
LYP inhibition: LYP phosphatase inhibitors, primary screen, biochemical, DiFMUP fluorescence, recombinant catalytic domain, 10 µM (AID 606). Tyrosine-protein phosphatase non-receptor type 22 (Homo sapiens). recombinant LYP catalytic domain, DiFMUP fluorescence; higher % means a stronger effect. inhibition, % at 10 µM, or IC50 in µM where a hit was titrated. 52,000 tested, under 10 active;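 active = IC50 under 40 µM in the dose-response test; inactive = IC50 of 40 µM or more, or never dose-tested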
Bfl-1 inhibitors: Bfl-1 inhibitors, primary screen, biochemical, fluorescence polarization, FITC-Bid, mouse (AID 432). FITC-Bid BH3 peptide fluorescence polarization displacement; higher % means a stronger effect. displacement, % at 20 µM; hits with a dose series show IC50 in µM. actives 0.02% (n = 64,000); in the data active = a potency from the dose series; inactive = the rest, 99 in 100 with displacement below about 15%; also: strong numbers were not always called active
Spn PMK inh: S. pneumoniae PMK inhibitors, primary screen, biochemical, mevalonate pathway, pilot trial included | phosphomevalonate kinase (Streptococcus pneumoniae D39) | purified PMK, PK/LDH-coupled NADH absorbance 340 nm | actives 0.49% (n = 65,000) | inhibition, % at 10 µM;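 active = top-ranked compounds by inhibition in the single 10 µM screen, taking a fixed number of the strongest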;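 also: 0% = full reaction with DMSO carrier and 100% = background rate without enzyme reaction; no value below 0 was filed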
HPDE-C7 viability: cytotoxicity in HPDE-C7 cells, cell-based, fluorescence, HTS (AID 430); HPDE-C7 pancreatic duct cells viability, fluorescence; higher % means a stronger effect; cytotoxicity, % at 10 µM; hits with a dose series show EC50 in µM; actives 1.8% (n = 63,000);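 also: cells exposed to compound for 48 hours before viability readout; 0% = vehicle and 100% = reference cytotoxic drug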
Alkaline phosphatase: human TNAP enzyme inhibitors, biochemical, luminescent (AID 518); Alkaline phosphatase, tissue-nonspecific isozyme (Homo sapiens); purified TNAP enzyme, luminescent substrate readout; higher % means a stronger effect; inhibition, % at 20 µM, or IC50 in µM where a hit was titrated; actives 0.09% (n = 64,000); in the data active = a potency from the dose series; inactive = the rest, 99 in 100 with inhibition below about 22%;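 also: plate controls were vehicle for no effect and reference inhibitor for full effect; many of its hits are not listed in these tables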
Spn DPM-DC inh: S. pneumoniae DPM-DC inhibitors, primary screen, biochemical, PK/LDH-coupled NADH fluorescence; actives 0.49% (n = 65,000); purified DPM-DC; diphosphomevalonate decarboxylase (Streptococcus pneumoniae D39); calls only at 10 µM; AID 556, 2006;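 active = the 320 compounds with the highest percent inhibition in the single-dose primary screen, excluding strongly autofluorescent ones, cut at about 32% in these data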;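 also: kinetic rate of NADH fluorescence loss reporting ADP formed by the decarboxylase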
HT1080 viability: cytotoxicity in HT1080 fibrosarcoma cells, cell-based, fluorescence readout (AID 620). HT1080 viability, fluorescence; higher % means a stronger effect. one-dose cytotoxicity, % at 10 µM; EC50 in µM for titrated hits. actives 0.42% (n = 87,000);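 also: cells exposed to compound overnight then 4 h with Alamar Blue; 0% = vehicle DMSO and 100% = killing control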
Spn PMK inh pilot replicates: further read-out of Spn PMK inh, marked with its call; inhibition, %; measured here: pilot screen replicates
MK inhibit pilot replicates: further read-out of MK inhibit, marked with its call; inhibition, %; measured here: pilot screen replicates
Spn DPM-DC inh pilot screen %: further read-out of Spn DPM-DC inh, marked with its call; inhibition, %; measured here: pilot screen trials
Active calls of the source: *; i = inactive; . = no result given. Rule as the data show it, unless noted: active = cytotoxicity above about 50%; inactive = the rest.

SMILES	MK inhibit	HPDE-C7K KRASV12	LYP inhibition	Bfl-1 inhibitors	Spn PMK inh	HPDE-C7 viability	Alkaline phosphatase	Spn DPM-DC inh	HT1080 viability	others
Cc1csc(Sc2nc3c(c(=O)[nH]c(=O)n3C)n2CCCc2ccccc2)n1	6	-3%	5%	1%	9	7%	12%	i	-8%
Nc1c(S(=O)(=O)c2cccs2)c2nc3ccccc3nc2n1Cc1cccs1	4	-15%	4%	-2%	12	-2%	18%	.	12%
O=C(Oc1cccc2c(OC(=O)N3CCOCC3)cccc12)N1CCOCC1	8	6%	7%	3%	13	8%	0%	i	2%
CCOC(=O)NC1(Nc2ccc(Cl)cn2)Oc2ccccc2O1	1	-4%	-7%	-5%	1	20%	2%	i	-7%
O=C(O)c1ccc(NS(=O)(=O)c2cccc3cccnc23)cc1	2	6%	-3%	-7%	0	-1%	4%	i	-8%
CCCn1nc(Oc2nc(SC)nc(N(C)C)n2)ccc1=O	4	0%	-4%	5%	0	4%	5%	i	-4%
COc1ccc(CCNC(=O)C2CCN(S(=O)(=O)N3CCCCC3)CC2)cc1OC	3	-11%	15%	1%	20	-16%	3%	i	-4%
CCOCCn1c(SCc2ccccc2)nc2c1c(=O)[nH]c(=O)n2C	4	-4%	9%	-9%	3	-10%	-1%	i	-4%
Cc1c(NC(=O)c2ccc3c(c2)OCO3)c(=O)n(-c2ccccc2)n1C	4	-8%	6%	-6%	16	-9%	4%	i	.
CCN(CC)Cc1cc(C(C)=O)ccc1OCC(C)C	0	-7%	9%	-5%	3	-5%	14%	i	1%
CCOC(=O)C1CN(c2cc3c(cc2F)c(=O)c(C(=O)O)cn3CC)OC1C(=O)OCC (stereo not drawn)	6	3%	0%	-6%	7	7%	6%	i	17%
Cc1cnc(NC(=O)CSc2ncc(-c3ccccc3)n2Cc2ccco2)s1	0	-5%	11%	-5%	8	-1%	19%	i	3%
CCOc1ccc(OCC)c(NC(=O)C2CCN(S(=O)(=O)c3c(C)noc3C)CC2)c1	0	-8%	9%	3%	12	-13%	4%	i	.
Cc1cc2cc3c(cc2nc1SCC(=O)O)OCCO3	10	3%	.	-2%	9	3%	7%	i	-16%
Cc1[nH]n(C(C)(C)C)c(=O)c1Sc1ccc(Cl)cc1	0	-10%	7%	4%	7	-8%	-3%	i	-6%

Reprinted from the part before: four compounds, then new ones.
SMILES	MK inhibit	HPDE-C7K KRASV12	LYP inhibition	Bfl-1 inhibitors	Spn PMK inh	HPDE-C7 viability	Alkaline phosphatase	Spn DPM-DC inh	HT1080 viability	others
Cc1cnc(NC(=O)CSc2ncc(-c3ccccc3)n2Cc2ccco2)s1	0	-5%	11%	-5%	8	-1%	19%	i	3%
CCOc1ccc(OCC)c(NC(=O)C2CCN(S(=O)(=O)c3c(C)noc3C)CC2)c1	0	-8%	9%	3%	12	-13%	4%	i	.
Cc1cc2cc3c(cc2nc1SCC(=O)O)OCCO3	10	3%	.	-2%	9	3%	7%	i	-16%
Cc1[nH]n(C(C)(C)C)c(=O)c1Sc1ccc(Cl)cc1	0	-10%	7%	4%	7	-8%	-3%	i	-6%
Clc1ccc(C2Nc3ccccc3-n3cccc32)cc1 (stereo not drawn)	2	8%	3%	-2%	0	-6%	10%	.	-4%	Spn PMK inh pilot replicates=0.0;MK inhibit pilot replicates=0.0
CCCn1c(CN(Cc2ccccc2)Cc2ccccc2)nc2c1c(=O)n(C)c(=O)n2C	6	-3%	5%	-7%	13	-15%	10%	i	-2%
Cc1noc(C)c1COC(=O)c1ccccc1Oc1ccccc1	5	-1%	65%	-2%	9	0%	20%	i	-6%	Spn PMK inh pilot replicates=2.5;MK inhibit pilot replicates=1.0;Spn DPM-DC inh pilot screen %=0.0
O=c1cc(CSc2ccc(Cl)cc2)nc(N2CCOCC2)[nH]1	10	-16%	-3%	-12%	16	-20%	7%	i	2%
CC(C)n1c(CCCO)nc2ccccc21	1	-2%	-3%	-2%	9	-5%	5%	i	7%
CCOC(=O)c1[nH]c(C)c(C(=O)Nc2cc(Cl)ccc2C)c1C	0	55%*	.	-8%	8	61%*	6%	i	52%*
CCOC(=O)c1c(C)oc2c(CN3CCN(C)CC3)c(Br)c(OC)c(O)c12	7	.	.	-12%	14	.	11%	i	-3%
COCCNC(=O)C(c1ccco1)N(C(=O)Cn1nnc2ccccc21)c1ccc(C)cc1C (stereo not drawn)	4	-8%	1%	-5%	6	-3%	6%	i	1%
Nc1nnc(C2CCCC2)s1	11	1%	12%	1%	2	-14%	7%	i	-4%
O=C(NCCC1=CCCCC1)c1cnc2n(c1=O)CCS2	2	.	5%	.	3	.	.	i	-6%
COC(=O)c1ccccc1S(=O)(=O)Nc1ccc2cn[nH]c2c1	13	1%	.	-4%	14	-12%	6%	i	7%
Cc1cc(NS(=O)(=O)c2ccc(Nc3nc(-c4sc(N)nc4C)cs3)cc2)no1	8	-28%	.	19%	3	-55%	14%	i	-3%	Spn PMK inh pilot replicates=4.5;MK inhibit pilot replicates=0.0;Spn DPM-DC inh pilot screen %=3.5
Cc1cc(C)n(CC(=O)NC2CCCCC2)n1	5	0%	3%	-6%	4	-5%	9%	i	-2%	Spn PMK inh pilot replicates=0.0;MK inhibit pilot replicates=0.0;Spn DPM-DC inh pilot screen %=0.0
O=C(OCn1nnc2ccccc2c1=O)c1ccc2c(=O)n3c(nc2c1)CCC3	2	-2%	8%	-2%	10	1%	6%	i	-2%
CCC(C)[C@H](NC(=O)Nc1ccc2c(c1)OCCO2)C(=O)O (stereo partly drawn)	0	-11%	12%	-5%	2	-4%	7%	i	11%
O=C(CSc1nnc(-c2ccc(Br)cc2)n1C1CCCCC1)N1CCCC1	5	7%	-2%	8%	8	0%	17%	i	0%	Spn PMK inh pilot replicates=4.5;MK inhibit pilot replicates=0.0;Spn DPM-DC inh pilot screen %=0.0
CCOC(=O)c1cnc(SCC(=O)N2CCN(C(=O)c3ccco3)CC2)nc1N	0	-20%	1%	-15%	25*	-15%	14%	i	-6%
CC(C)c1ccc(OCc2ccc(C(=O)N3CCN(c4ccccn4)CC3)cc2)cc1	3	8%	6%	-4%	7	18%	6%	i	1%
O=C(Nc1ccc2oc(-c3ccccc3F)nc2c1)c1ccc2c(c1)OCCO2	3	84%*	.	-3%	15	46%	-2%	i	.
COCCCNCCOCCOc1c(OC)cccc1OC	0	-3%	9%	-5%	0	3%	2%	i	32%
Cc1cc(N2CCOCC2)c2c(N)c(C)cc(C)c2n1	2	8%	5%	-7%	0	3%	2%	i	1%
Cc1nc(CNS(=O)(=O)c2cccc(F)c2)cs1	8	8%	-13%	-5%	14	-2%	17%	i	-2%	Spn PMK inh pilot replicates=4.5;MK inhibit pilot replicates=0.0;Spn DPM-DC inh pilot screen %=0.0
CC(C)(Oc1ccc(Cl)cc1)C(=O)Nc1cccnc1	12	-8%	.	-3%	12	-22%	3%	i	-1%
Brc1ccccc1-c1nc(-c2ccccc2)no1	2	12%	-6%	-2%	0	4%	16%	i	.	Spn PMK inh pilot replicates=0.5;MK inhibit pilot replicates=2.0;Spn DPM-DC inh pilot screen %=0.0
COc1cc2c(cc1OC)-c1nnc(C)n1C(C)(C)C2	0	-1%	1%	-3%	0	-3%	4%	i	-2%
Cc1nn(-c2ccccc2)c(C)c1C(=O)OCC(=O)Nc1ccc2c(c1)OCO2	6	-6%	.	-9%	9	-17%	6%	i	-4%
CCOCCN(C=O)c1cccc(OC)c1	9	5%	11%	0%	0	7%	4%	i	1%
O=C(CSc1nc2c(c(=O)n1-c1ccc(Cl)cc1)SCC2)Nc1nccs1	15	1%	-4%	0%	5	-1%	5%	i	8%
CCn1c(=O)cc(SCC(=O)N2CCN(C3CCCCC3)CC2)c2ccccc21	1	11%	11%	-8%	12	12%	16%	i	-9%	Spn PMK inh pilot replicates=0.0;MK inhibit pilot replicates=1.0;Spn DPM-DC inh pilot screen %=0.5
CCN=c1scc(C)n1/N=C/c1ccsc1	4	1%	-3%	-1%	16	4%	5%	i	0%
O=C(Cc1cccs1)Nc1ccc(NC(=O)c2ccco2)cc1	0	-3%	0%	1%	16	-14%	9%	i	9%
CCOc1ccccc1NC(=O)N1CCC(NC(=O)c2cccc(C)c2)CC1	12	3%	7%	-2%	11	6%	6%	i	-1%
O=C(CSc1cccc[n+]1[O-])c1cc2ccccc2o1	5	-10%	3%	2%	9	-6%	9%	i	-8%
CN1CCN(CC(=O)N2c3ccccc3C(C)(c3ccccc3)CC2(C)C)CC1 (stereo not drawn)	11	12%	10%	-4%	13	10%	18%	i	6%	Spn PMK inh pilot replicates=3.5;MK inhibit pilot replicates=1.0;Spn DPM-DC inh pilot screen %=0.5
COc1ccccc1-n1c(C)nnc1SCC(=O)Nc1cc(C)cc(C)c1	13	-6%	8%	-7%	18	-21%	4%	i	-10%
CCOc1ccccc1C(=O)Nc1nncs1	0	-14%	2%	1%	8	-11%	5%	i	13%
N#Cc1sc2nc(-c3ccccc3)cc(-c3ccco3)c2c1N	10	28%	10%	-7%	8	40%	8%	i	6%
Cc1ccc2c(c1)N(CC(=O)OC(CC(C)C)C(=O)NC1CCCC1)C(=O)CO2 (stereo not drawn)	11	1%	6%	-14%	4	-14%	-1%	i	-2%
O=c1c2c(n3nnnc3n1-c1ccccc1)-c1ccccc1CC21CCCC1	11	15%	0%	-8%	9	8%	8%	i	16%
CCOc1ccc(-n2cnnn2)cc1S(=O)(=O)Nc1c(C)cccc1C	10	2%	3%	-1%	0	4%	4%	i	-1%
Cc1c(C(=O)NCc2ccccn2)sc2nc(-c3ccccc3)cn12	2	34%	6%	2%	10	25%	5%	i	5%
COc1ccc(OC)c(C(=O)c2nc3c(n2O)CCCCC3)c1	10	4%	-3%	-5%	8	3%	12%	i	4%	Spn PMK inh pilot replicates=1.5;MK inhibit pilot replicates=0.0;Spn DPM-DC inh pilot screen %=3.5
CCCOc1ccccc1C1CC(=O)NC2=C1C(=O)CCC2 (stereo not drawn)	6	36%	.	-3%	13	47%	11%	i	39%
O=C(c1ccc2c(c1)OCCO2)C1CCN(S(=O)(=O)c2ccccc2F)CC1	0	4%	6%	-4%	8	10%	11%	i	-9%
Cc1nc2sc3c(c2c(=O)[nH]1)CCC3	12	-16%	6%	-8%	0	-14%	-2%	i	10%
O=C(CCCCn1c(=O)[nH]c2ccccc2c1=O)N1CCN(c2cccc(C(F)(F)F)c2)CC1	4	26%	8%	-6%	9	37%	2%	i	0%
Cc1cc(C)c2c(=O)[nH]n(C(C)C)c2n1	14	10%	5%	-12%	8	-7%	10%	i	-11%

Bioassay records as filed in PubChem.
